Bioassay records from PubChem BioAssay.
FEN1 inh: blocks human flap endonuclease 1. Recombinant FEN1 flap cleavage, fluorescence, 15 min. Potency, µM (series often up to 114 µM), without a hit: top-dose activity change, negative = inhibition, usual class: inhibitors. P39748. actives 0.35% (n = 390,000); note: nearly all actives have a fitted effect of over 65% in size
Target sequence (P39748 whole entry, looked up): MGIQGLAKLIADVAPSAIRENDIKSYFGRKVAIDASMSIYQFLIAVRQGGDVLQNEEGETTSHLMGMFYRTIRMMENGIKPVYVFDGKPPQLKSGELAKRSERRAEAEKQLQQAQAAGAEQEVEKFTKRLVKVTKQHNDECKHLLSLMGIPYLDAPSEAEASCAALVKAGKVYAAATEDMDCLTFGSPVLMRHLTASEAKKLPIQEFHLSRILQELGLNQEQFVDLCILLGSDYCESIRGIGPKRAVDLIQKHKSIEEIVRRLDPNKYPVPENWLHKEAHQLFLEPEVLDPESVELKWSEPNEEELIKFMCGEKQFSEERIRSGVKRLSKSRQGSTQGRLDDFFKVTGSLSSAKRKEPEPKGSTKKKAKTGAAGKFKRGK
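FEN1 at 10 nM preincubated with compounds 15 min at room temperature, then flap DNA substrate added at 50 nM final. Signal read at 0 and 15 min; concentration-response fitted with four-parameter Hill equation.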
KAT2A inh: GCN5L2 (KAT2A) acetyltransferase inhibition; AID 504327; actives 0.21% (n = 390,000); GCN5L2 HAT assay, ThioGlo1 CoA-SH fluorescence; Potency, µM (titrated, usually from 58.9 µM), for inactives: top-dose activity change, negative = inhibition, hits mostly inhibitors
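qHTS, 1536-well. 20nM enzyme, pH 7.5 HEPES/EDTA/Tween-20 buffer; 15 min compound preinc., RT. Start: 75uM H3(1-25), 70uM AcCoA, 50uM ThioGlo1. Read Ex340/Em540 at t=0 (autofluorescence flag) and t=20 min.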
N370S GC mod: inhibitors or activators of N370S glucocerebrosidase for Gaucher disease. actives 0.092% (n = 330,000). P04062. N370S GC spleen homogenate, 4MU-glucoside fluorescence. Potency, µM (highest dose often 59.4 µM), inactives show top-dose activity change, negative = inhibition, usual class: inhibitors;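 note: 0% = full enzyme activity and -100% = no enzyme basal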
Starred values were filed as active, the others as inactive; ? = inconclusive; nt = no result given; & = joins results of further samples. Calls come from the whole dose curve; as a rule, active = well fitted curve in the direction sought with a large enough effect; inconclusive = small, poorly fitted or top-dose-only effect, or another doubt; inactive = no such curve, though single readings can be large; an effect the other way counts as inactive or inconclusive. Unless noted, % is set by controls: 0 for no effect and ±100 for the full control effect; potency is the fitted concentration of half-maximal effect.

FEN1 inh,KAT2A inh,N370S GC mod,compound
-5%,-2%,nt,Nc1nnc(SCC(=O)Nc2nnc(-c3ccccc3)o2)s1
0%,-3%,-1%,CC1=C(Sc2nc3ccccc3[nH]2)C(=O)NC(C)(C)C1
-20%,-2%,5%,CN(c1ccccc1)S(=O)(=O)c1cccc(Cl)c1Cl
nt,-10%,-13%,Cc1cnc(CNc2cc(-c3c(C)noc3C)ncn2)cn1
-14%,-6%,11%,COc1ccc(NC(=S)Nc2ccc(OCc3ccccc3)cc2)c(OC)c1
-21%,0%,-3%,O=C(Nc1nnc(C2=COCCO2)o1)c1cccc(Br)c1
15%,-5%,3%,O=C1NC(c2ccccc2O)Nc2ccccc21 (stereo not drawn)
11%,-5%,nt,CC1CCCCC12NC(=O)N(CC(=O)OCc1ccccc1F)C2=O (stereo not drawn)
14%,0%,nt,CCCOc1ccccc1C1Oc2nc(SC)nnc2-c2ccccc2N1C(C)=O (stereo not drawn)
13%,-1%,-4%,CCN(CC)CCN1C(=O)C(=O)/C(=C(/O)c2ccc(S(=O)(=O)N3CCOCC3)cc2)C1c1ccccc1 (stereo not drawn)
10%,-4%,nt,CC1=C(C(N)=O)C(c2cccc(F)c2)n2nc(SCc3ccccc3)nc2N1 (stereo not drawn)
-18%,-5%,nt,COc1ccc(OC)c(S(=O)(=O)NCCS(=O)(=O)N2CCN(c3ccccc3F)CC2)c1
1%,0%,-2%,Cc1cc(=O)[nH]c(SCC(=O)N2CCc3ccccc3C2)n1
-5%,25%,7%,CCCCNC(=O)c1onc(CSc2ccncc2)c1C(=O)NCCCC
14%,29%,-13%,CC(C(=O)Nc1cc(Cl)cc(Cl)c1)N1CCCC1 (stereo not drawn)
18%,-4%,1%,C/C(CC(=O)Nc1ccccn1)=N\NC(=O)c1ccccc1O
-7%,-2%,2%,O=C(Nc1cc(S(=O)(=O)N2CCOCC2)ccc1N1CCCC1)c1cnccn1
-13%,-1%,-2%,Cc1ccc(S(=O)(=O)N2CCC(C(=O)C3C(=O)CCCC3=O)CC2)cc1
-9%,-22%,nt,COc1ccc(NC(=O)c2cc3c(=O)n(Cc4ccco4)ccc3nc2C)c(OC)c1
18%,2%,-15%,COC(=O)c1ccc(OCC2NCCc3cc(OC)c(OC)cc32)cc1 (stereo not drawn)
2%,-15%,7%,Cc1cc(OCC(F)(F)C(F)(F)C(F)(F)C(F)F)nc(N)n1
-3%,-4%,-3%,CCOc1ccccc1CN1CCC(Oc2cccc(C(=O)NCCOC)c2)CC1
1%,-3%,nt,Clc1ccc(-n2c(Cc3ccccc3)nnc2SCc2nc(-c3cccs3)no2)cc1
-15%,-5%,nt,CN(C(=O)CSc1nnnn1-c1ccc(Cl)cc1)C1CCS(=O)(=O)C1 (stereo not drawn)
5%,-5%,nt,CCOC(=O)c1[nH]c2ccccc2c1NC(=O)c1ccc(C)c(C)c1
-12%,-8%,-10%,CC(=O)NCCCc1c[nH]c2ccc(Cl)cc12
-23%,-7%,2%,COc1ccc(-c2nc(Cn3c(SCc4ccc(F)cc4)nc4ccncc43)c(C)o2)cc1OC
6%,-8%,13%,CCn1c(O)c(/C=N/NC(=O)c2ccncc2)c(=O)n(CC)c1=S
-2%,-2%,12%,CCCc1c(C)nc2ccccc2c1SCCC#N
-2%,-3%,-2%,COc1ccc(C(C(=O)NC(C)(C)C)N(Cc2ccco2)C(=O)CCC(=O)Nc2cc(C)on2)cc1 (stereo not drawn)
-4%,-6%,8%,COC(=O)Cn1c(CN2CCN(c3ccc(F)cc3)CC2)nc2c1c(=O)n(C)c(=O)n2C
-14%,-8%,-1%,O=C1CCc2cc(S(=O)(=O)N3CCN(Cc4ccc5c(c4)OCO5)CC3)ccc2N1
-17%,-10%,22%,CC1=Nc2ccccc2N=C(NC(=O)CN2CCN(c3ccc(F)cc3)CC2)C1c1ccccc1 (stereo not drawn)
6%,14%,-19%,CN(C)CCN(C(=O)c1ccc(S(=O)(=O)N(C)c2ccccc2)cc1)c1nc2cc3c(cc2s1)OCCO3
-15%,-3%,1%,COc1ccc(C2SCC(C(=O)NCc3ccc(F)cc3)N2C(C)=O)cc1 (stereo not drawn)
16%,-5%,nt,Cc1cc(C)c(C)c(S(=O)(=O)N2CCN(C(=O)CNC(=O)c3ccco3)CC2)c1C
-15%,-23%,2%,COc1cc(C(=O)NCCc2cn3ccccc3n2)cc(OC)c1OC
-5%,-5%,3%,O=C(CCOc1ccccc1)Nc1cccc([N+](=O)[O-])c1
0%,-4%,10%,CC1(C)C(=O)C2(C(=O)NCc3ccccc3)CCC1C2 (stereo not drawn)
10%,-4%,-5%,COc1ccc(NC(=O)C2CCC(=O)N2S(=O)(=O)c2ccc(C)cc2)cc1Cl (stereo not drawn)
17%,-4%,1%,CN(C)C1=NCC(CSC(=N)N)S1 (stereo not drawn)
8%,0%,15%,c1ccc(Cn2ncc3c(N4CCCCC4)ncnc32)cc1
-6%,-2%,nt,COc1ccc(CCNC(=O)CCc2c(C)nc3c4cccnc4nn3c2C)cc1OC
-10%,-8%,-4%,CC(=O)c1ccc(N2CCN(C(=O)c3ccc4ccccc4n3)CC2)cc1
0%,1%,7%,C=CCOc1ccc(/C=N/O)cc1Cl
nt,-12%,1%,NO
6%,-10%,25%,C=CCc1ccc(OCCOc2cccc3ccc(C)nc23)c(OC)c1
-10%,-8%,nt,CCn1nc(-c2ccccc2)c(-c2ccccc2)c(C(=O)Nc2ccc(S(N)(=O)=O)cc2)c1=O
-3%,-5%,nt,COc1cccc(C(=O)N2CCC(C(=O)Nc3cccc(Cl)c3)CC2)c1
-8%,17%,-3%,C=CCNC(=S)NNC(=O)COc1ccc(Cl)cc1Cl
4%,-5%,nt,CC(C)Oc1ccc(CNC(=O)c2cnc3sc(N4CCCC4)nn3c2=O)cc1
?,-13%,?,CC(C)(C)c1ccc(NC(=O)COC(=O)C2(C)CC2(Cl)Cl)cc1 (stereo not drawn)
-10%,-1%,nt,COc1cccc(NS(=O)(=O)c2ccc3c(c2)CCCN3C(C)=O)c1
19%,-8%,0%,Cc1ccc(NC(=O)c2cccc(NC3=NC4CS(=O)(=O)CC4S3)c2)cc1 (stereo not drawn)
-1%,0%,4%,Nc1ccc(Sc2cnn(-c3ccccc3)c(=O)c2Cl)cc1
8%,0%,7%,O=C(CCCn1c(SCc2cc(=O)n3ccccc3n2)nc2ccccc2c1=O)NCC1CCCO1 (stereo not drawn)
-2%,-22%,1%,Cn1nnnc1SCC(=O)N1CCCCC1
18%,-14%,?,CN1CCN(C(=O)CN(c2cccc(Br)c2)S(=O)(=O)c2ccccc2)CC1
-13%,-1%,nt,CCOCCCNC(=O)C(c1ccccc1)N(Cc1cccs1)C(=O)c1ccc(NC(C)=O)cc1 (stereo not drawn)
-18%,-7%,-12%,CCN1CCN(CCNC(=O)CCc2c(C)c3c(C)nn(-c4ccccc4)c3n(C)c2=O)CC1

Going on with the list:
FEN1 inh,KAT2A inh,N370S GC mod,compound
-6%,-5%,7%,O=C(O)CC/C(=N\NC(=O)c1ccccc1)c1cccs1
-5%,-5%,nt,CCCc1nnc(NC(=O)Cc2coc3cc(C)cc(C)c23)s1
16%,-3%,-16%,Cc1cc(OCC(=O)N2CCOCC2)ccc1[N+](=O)[O-]
-2%&1%,-11%,0%,COc1ccc(OC)cc1
-10%,-2%,6%,COc1ccc(OC)c(CCNC(=O)CCn2nc(C)c3c(C)n(-c4ccccc4)nc3c2=O)c1
?,2%,3%,Cc1ccc(Sc2ncccc2COC(=O)Nc2ccccc2)cc1
nt,-6%,-4%,Cc1cc(=O)[nH]c(N/N=C/c2cccc([N+](=O)[O-])c2)n1
-3%,-6%,-1%,CCOc1ccc(NC(=O)CN(c2ccc(C)cc2)S(=O)(=O)c2c(C)nn(C)c2C)cc1
1%,-10%,4%,COc1cccc(-c2cc(C(=O)N/N=C/c3ccc(OC)c(COC(C)=O)c3)c3ccccc3n2)c1
-9%,-5%,nt,CCCCOC(=O)c1ccc(NC(=O)CC2NCCNC2=O)cc1 (stereo not drawn)
3%,2%,-19%,COc1ccc(N(C(=O)c2cccnc2)S(=O)(=O)c2cccs2)cc1
15%,-8%,nt,CCC1CCc2nc3sc(C(=O)Nc4cccc(C(F)(F)F)c4)c(N)c3cc2C1 (stereo not drawn)
-10%,0%,6%,CC(=O)Nc1c(O)[nH]c2ccccc12
-18%,-11%,-9%,O=C(Nc1nc(-c2ccc(S(=O)(=O)N3CCCC3)cc2)cs1)C1COc2ccccc2O1 (stereo not drawn)
-12%,-10%,9%,COc1ccc(NC(=O)CSc2nc(C)cs2)cc1OC
12%,-8%,-3%,CC(=O)/C=C1\N(C)c2ccc(C)cc2C1(C)C
4%,-10%,-4%,COC(=O)C1=C(C(=O)OC)C(c2cc([N+](=O)[O-])ccc2O)c2sc(=O)[nH]c2S1 (stereo not drawn)
-23%,-10%,29%,COc1ccccc1N(C(=O)NCc1ccccc1)C1=NCC(C)S1 (stereo not drawn)
11%,-10%,1%,O=C(CN1C(=O)/C(=C/c2ccccc2)SC1=S)N1CCN(CCc2ccccn2)CC1
-3%,-1%,-5%,O=S(=O)(c1cccc(-c2nnco2)c1)N1CCOCC1
0%,-1%,17%,CC(C)NC(=O)NC(=O)COC(=O)c1ccccc1F
-16%,-4%,3%,COc1ccccc1N1CCN(c2cc(N3CCCC3)nc(C)n2)CC1
-15%,1%,7%,O=S(=O)(c1cnc(Cl)c(Cl)c1)N1CCCc2ccccc21
-3%,-7%,-2%,COc1ccc2cc(S(=O)(=O)NCc3cccnc3)ccc2c1
2%,?,-6%,COC(=O)CCCNC(=O)CC1C(=O)NCCN1Cc1ccoc1 (stereo not drawn)
-12%,-6%,0%,CC(=O)c1ccc(OC(=O)Cc2cccc3ccccc23)cc1
-5%,-1%,?,CCN(C(=O)c1ccc2c(c1)OCO2)C1CCS(=O)(=O)C1 (stereo not drawn)
-14%,-1%,nt,Nc1cccc(CP(=O)(c2ccccc2)c2ccccc2)c1
-13%,-4%,5%,N#Cc1nc(COc2ccccc2)oc1N1CCCCC1
2%,-7%,-13%,CC(c1ccccc1)N1CCc2[nH]c(=S)[nH]c(=O)c2C1 (stereo not drawn)
-18%,-7%,nt,CCCCN(C(=O)c1cc(-c2ccncc2)nc2ccccc12)c1c(N)n(CC(C)C)c(=O)[nH]c1=O
-17%,-6%,-21%,CCOC(=O)c1ccccc1-n1c(C)cc(C2N=C(N)Nc3nc4ccccc4n32)c1C (stereo not drawn)
4%,2%,26%,CC(C)(C)C1CCC(C(=O)OCC(=O)N2CCOCC2)CC1 (stereo not drawn)
1%,-6%,-10%,Cc1ccc(NS(=O)(=O)c2ccc3oc(=O)ccc3c2)cc1Cl
-10%,nt,-5%,CCCN1CCC(=O)N(C(CSc2ccc(Br)cc2)c2ccccc2)CC1 (stereo not drawn)
4%,-2%,-3%,N#Cc1cncc(-c2ccc3c(c2)OCCOCCOCCOCCOCCO3)n1
-10%,-9%,?,CCN1CCN(c2oc(COc3ccc(Cl)cc3)nc2C#N)CC1
2%,0%,-14%,O=C(Cc1cccc(C(F)(F)F)c1)NCC(=O)Nc1cc(Cl)ccc1Cl
6%,-9%,6%,Cc1ccc(C(C(=O)NC2CCCC2)N(C(=O)c2csnn2)C2CCCC2)o1 (stereo not drawn)
19%,14%,3%,CCOc1ccc(NC(=O)NC(C)CC)cc1 (stereo not drawn)
-5%,-3%,14%,CSCCNC(=O)Nc1c(-c2c(Cl)cccc2Cl)noc1C
-2%,-5%,nt,Cc1nn(S(=O)(=O)c2ccc(Cl)cc2)c(C)c1S(=O)(=O)N1CCCCCC1

Structures from the list above with two or more sulfur atoms, in the order listed:
FEN1 inh,KAT2A inh,N370S GC mod,compound
-5%,-2%,nt,Nc1nnc(SCC(=O)Nc2nnc(-c3ccccc3)o2)s1
-18%,-5%,nt,COc1ccc(OC)c(S(=O)(=O)NCCS(=O)(=O)N2CCN(c3ccccc3F)CC2)c1
1%,-3%,nt,Clc1ccc(-n2c(Cc3ccccc3)nnc2SCc2nc(-c3cccs3)no2)cc1
-15%,-5%,nt,CN(C(=O)CSc1nnnn1-c1ccc(Cl)cc1)C1CCS(=O)(=O)C1 (stereo not drawn)
6%,14%,-19%,CN(C)CCN(C(=O)c1ccc(S(=O)(=O)N(C)c2ccccc2)cc1)c1nc2cc3c(cc2s1)OCCO3
17%,-4%,1%,CN(C)C1=NCC(CSC(=N)N)S1 (stereo not drawn)
19%,-8%,0%,Cc1ccc(NC(=O)c2cccc(NC3=NC4CS(=O)(=O)CC4S3)c2)cc1 (stereo not drawn)
3%,2%,-19%,COc1ccc(N(C(=O)c2cccnc2)S(=O)(=O)c2cccs2)cc1
-18%,-11%,-9%,O=C(Nc1nc(-c2ccc(S(=O)(=O)N3CCCC3)cc2)cs1)C1COc2ccccc2O1 (stereo not drawn)
-12%,-10%,9%,COc1ccc(NC(=O)CSc2nc(C)cs2)cc1OC
4%,-10%,-4%,COC(=O)C1=C(C(=O)OC)C(c2cc([N+](=O)[O-])ccc2O)c2sc(=O)[nH]c2S1 (stereo not drawn)
11%,-10%,1%,O=C(CN1C(=O)/C(=C/c2ccccc2)SC1=S)N1CCN(CCc2ccccn2)CC1
-2%,-5%,nt,Cc1nn(S(=O)(=O)c2ccc(Cl)cc2)c(C)c1S(=O)(=O)N1CCCCCC1
